SIAE primary – human SIAE inhibitors, primary screen, biochemical, fluorescence polarization, FP-Rh probe, 1536-well HTS; SIAE FP-Rh probe binding; inhibition, % at 9.66 µM; AID 1053197, 2014; 370,000 tested, 0.69% active; Sialate O-acetylesterase (Homo sapiens), Q9HAT2;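 active = inhibition above a cutoff: mean of compounds within the control limits plus 3 SD of those, cut at about 17% in these data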;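 also: 0% = plate median of compound wells and 100% = probe without SIAE protein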
ABHD4 inh – ABHD4 inhibitors, primary screen, biochemical, fluorescence polarization, mouse | (Lyso)-N-acylphosphatidylethanolamine lipase (Mus musculus), Q8VD66 | purified mABHD4, FP-Rh probe fluorescence polarization | inhibition, % at 8.92 µM | 370,000 tested, 0.54% active | AID 720543, 2013;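 active = inhibition exceeding the mean over every tested compound plus 3 SD, cut at about 30% in these data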;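 also: 0% = plate median of compound wells and 100% = S159A mutant with DMSO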
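Test system: mABHD4 protein; Read-out basis: % inhibition; Incubation: 45 min + 60 min at 25 °C; Repeats: single replicate; Technique: fluorescence polarization with parallel and perpendicular emission, 525/598 nm; Compound: 8.92 µM, single dose; Benchmarks: full inhibition S159A mutant plus DMSO, zero as sample-well median.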
TDP2 absorb – human TDP2 enzyme inhibitors, primary screen, biochemical, epi absorbance, recombinant enzyme; Tyrosyl-DNA phosphodiesterase 2 (Homo sapiens), O95551; T5PNP hydrolysis, p-nitrophenol absorbance 415 nm; inhibition, % at 12.8 µM; 370,000 tested, 0.34% active;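 active = inhibition above the mean of all tested compounds plus 3 SD, set per campaign, cut at about 25% in these data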;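 also: 0% = DMSO with enzyme and 100% = buffer with substrate but no TDP2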
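Test system: Human TDP2 enzyme | Reagent: 5 mM T5PNP | Compound dosing: 12.8 µM single point, 1% DMSO | Incubation: Enzyme reaction with compound for 2 h at 37 °C | Technique: p-Nitrophenol epi absorbance | Read-out: % inhibition relative to enzyme-containing and enzyme-free wells | Benchmarks: High control without enzyme, low control DMSO plus TDP2 | Replicates: Singlicate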
NPR2 activator – human GC-B receptor activators, primary screen, HEK293 GC-B cells, cGMP TR-FRET, EC30 CNP. Atrial natriuretic peptide receptor 2 (Homo sapiens), P20594. 0% at EC30 CNP, 100% saturating CNP. activation, % at 10 µM. 370,000 tested, 0.11% active. AID 1920062, 2024;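 active = activation at 10 µM reaching about 35% in either raw or pattern-adjusted values, limit read from the data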
HTRA1 inhibitor – HTRA1 serine protease inhibitors, primary screen, biochemical, fluorescence polarization, HTS. AID 504803, 2011. recombinant HTRA1, FP-rhodamine activity-based probe. inhibition, % at 5.96 µM. Q92743. 340,000 tested, 0.5% active; in the data active = inhibition above about 36%;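 also: 0% = enzyme with DMSO and 100% = wells lacking enzyme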
Target sequence (Q92743 whole entry, looked up): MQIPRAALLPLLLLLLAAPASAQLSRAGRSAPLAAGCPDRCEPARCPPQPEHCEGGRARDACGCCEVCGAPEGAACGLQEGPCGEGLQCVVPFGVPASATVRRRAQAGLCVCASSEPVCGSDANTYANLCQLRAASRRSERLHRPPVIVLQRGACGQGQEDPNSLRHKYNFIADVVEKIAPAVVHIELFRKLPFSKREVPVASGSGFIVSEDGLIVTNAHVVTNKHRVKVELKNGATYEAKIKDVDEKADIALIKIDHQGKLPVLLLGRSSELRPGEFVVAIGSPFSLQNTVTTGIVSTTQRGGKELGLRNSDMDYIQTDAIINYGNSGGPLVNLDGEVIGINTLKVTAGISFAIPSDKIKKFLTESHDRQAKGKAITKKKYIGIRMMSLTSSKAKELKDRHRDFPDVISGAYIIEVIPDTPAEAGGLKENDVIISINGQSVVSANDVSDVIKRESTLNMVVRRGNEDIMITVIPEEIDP
LEDGF integ inh – blockers of LEDGF/p75-dependent integrase strand transfer – biochemical, TR-FRET, high throughput, primary screen | HIV-1 integrase (with human LEDGF/p75) | TR-FRET IN-LEDGF/p75 DNA integration, Eu/Cy5 | inhibition, % at 3.7 µM | 370,000 tested, 0.64% active | AID 743269, 2014;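 active = inhibition above the screen-wide mean plus 3 SD, cut at about 13% in these data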;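 also: signal is the Cy5 over europium emission ratio at 671 and 618 nm; 0% = plate median of compound wells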
TCR-CD3 inh – inhibitors of human TCR-CD3 interaction, primary screen, biochemical, fluorescence, TAMRA-labeled TCR probe. 360,000 tested, 0.37% active. T-cell receptor (TCR). AID 651800, 2012. inhibition, % at 9.4 µM; in the data active = inhibition above about 19%;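 also: recombinant mutant TCR 2C K166C tagged with TAMRA read by polarization; 0% = receptor in buffer alone and 100% = receptor with positive control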
rCAG RNA binder – binders of r(CAG) RNA repeats, primary screen, biochemical, fluorescence. 370,000 tested, 1.3% active. inhibition, % at 3 µM. r(CAG) RNA repeat, TO-PRO-1 dye displacement fluorescence;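 active = inhibition above the plate cutoff, the mean of all test compounds on that plate plus 3 SD, cut at about 35% in these data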;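 also: 0% = DMSO alone and 100% = 100 µM mitoxantrone as full dye displacement; higher means more dye released from RNA so lower well fluorescence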
MBD2 inh – inhibitors of MBD2 binding to methylated DNA, primary screen, biochemical, TR-FRET, DNA-binding domain, human; Methyl-CpG-binding domain protein 2 (Homo sapiens), Q9UBB5; MBD2 binding to methylated oligonucleotide; inhibition, % at 4.4 µM; 370,000 tested, 0.31% active; in the data active = inhibition above about 13%
Target sequence (Q9UBB5 whole entry, looked up, the tested form may be a part): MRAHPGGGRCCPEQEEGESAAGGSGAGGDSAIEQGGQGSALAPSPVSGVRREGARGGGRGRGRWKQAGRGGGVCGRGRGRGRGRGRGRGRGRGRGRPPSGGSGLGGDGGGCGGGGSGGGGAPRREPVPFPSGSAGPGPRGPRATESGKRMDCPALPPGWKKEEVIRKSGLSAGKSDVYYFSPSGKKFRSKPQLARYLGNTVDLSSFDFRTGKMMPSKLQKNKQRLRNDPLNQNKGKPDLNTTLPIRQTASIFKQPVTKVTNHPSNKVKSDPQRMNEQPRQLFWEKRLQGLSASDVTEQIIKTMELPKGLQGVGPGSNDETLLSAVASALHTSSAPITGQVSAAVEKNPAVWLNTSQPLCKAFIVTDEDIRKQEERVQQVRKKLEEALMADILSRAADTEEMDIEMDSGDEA
PRMT1 FP inh – PRMT1 methyltransferase inhibitors, primary screen, biochemical, fluorescence polarization. inhibition, % at 2.79 µM. AID 652257, 2013. 370,000 tested, 1.3% active. recombinant PRMT1, activity-based probe fluorescence polarization;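 active = inhibition above about 21% made by adding two undisclosed values, limit read from the data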
Active calls of the source: *; nt = not tested or not shown.

1) Cc1[nH]n(-c2ccccc2)c(=O)c1CCOC(=O)c1ccc(C(F)(F)F)cc1
2) CCCn1nc(C(=O)NC2CCCC2)c2ccccc2c1=O
3) Cc1cc(C(F)F)n2nc(C(=O)Nc3c(F)cc(F)cc3Br)nc2n1
4) CC(=O)c1ccc(NC(=O)C(C)OC(=O)c2ccc(Br)o2)cc1 (stereo not given)
5) COCc1ccc(C(=O)N(C)CC2CCCN(CCc3ccc(OC)cc3)C2)o1 (stereo not given)
6) CCCCC(=O)Nc1cc(C)c2c(=O)oc3ccccc3c2n1

Screen / compound no.	1	2	3	4	5	6
SIAE primary	3	-4	-4	-7	-2	-2
ABHD4 inh	-3	-3	-7	-11	-5	-5
TDP2 absorb	-5	-2	-24	-15	-6	4
NPR2 activator	-1	5	1	-4	-3	nt
HTRA1 inhibitor	0	-2	-1	-10	3	-13
LEDGF integ inh	2	1	3	-4	0	1
TCR-CD3 inh	-4	2	7	-3	0	4
rCAG RNA binder	-2	-1	2	7	-2	4
MBD2 inh	1	0	-1	-1	-5	-2
PRMT1 FP inh	-2	0	-2	3	-6	-1

7) O=C(NNC(=O)c1ccccc1Br)c1ccccc1Cl
8) CC(C)CNc1ncnc2c1ncn2[C@H]1CN(Cc2cccc3ccccc23)C[C@@H](CO)O1
9) Cc1cc2ccccc2c(=O)n1CC(=O)NCC1COc2ccccc2O1 (stereo not given)
10) CN(Cc1c(F)cccc1Cl)C(=O)CCc1c[nH]c2ccccc12
11) O=C1CN(c2ccc(F)cc2)C(=S)N1c1ccccc1
12) COc1cc(CNCc2ccccc2Cl)ccc1OCC(=O)NC1CCCCC1

Screen / compound no.	7	8	9	10	11	12
SIAE primary	-5	2	-5	13	2	4
ABHD4 inh	7	1	0	-6	-9	2
TDP2 absorb	13	-11	-9	-10	-7	3
NPR2 activator	9	-3	-2	-5	12	-6
HTRA1 inhibitor	4	nt	1	1	4	-5
LEDGF integ inh	2	-1	-1	1	-3	-2
TCR-CD3 inh	3	6	11	2	6	-12
rCAG RNA binder	1	3	0	1	1	-11
MBD2 inh	-2	0	2	5	4	7
PRMT1 FP inh	5	2	0	-3	2	2

13) NS(=O)(=O)c1ccc(CCNC(=O)CN2CCCCC2)cc1
14) CCCC(=O)Nc1cccc(NC(=O)c2ccc3c(c2)OCO3)c1
15) COc1ccc(/C=C/C(=O)NCC(=O)N/N=C(/C)c2ccc(Cl)cc2)cc1
16) CC(CC1C(C#N)=C(N)OC2=C1C(=O)CCC2)c1ccccc1 (stereo not given)
17) CCC(Sc1ncnc2sc(C)c(C)c12)C(=O)OC (stereo not given)
18) CC(C)[C@H](NC(=O)c1ccco1)C(=O)Nc1ccc(N2CCCCCC2)cc1

Screen / compound no.	13	14	15	16	17	18
SIAE primary	4	1	6	-2	-3	1
ABHD4 inh	-3	3	-5	2	0	-2
TDP2 absorb	-5	2	-5	-4	-2	3
NPR2 activator	0	2	7	-4	7	0
HTRA1 inhibitor	1	-5	-2	-7	-1	0
LEDGF integ inh	5	0	1	-3	1	-2
TCR-CD3 inh	1	13	-2	5	7	-2
rCAG RNA binder	0	0	-3	1	4	0
MBD2 inh	2	4	-3	2	4	4
PRMT1 FP inh	-3	0	-2	1	0	0

Reformatted as tab-separated lines: part of the list above
no.	SMILES	SIAE primary	ABHD4 inh	TDP2 absorb	NPR2 activator	HTRA1 inhibitor	LEDGF integ inh	TCR-CD3 inh	rCAG RNA binder	MBD2 inh	PRMT1 FP inh
13	NS(=O)(=O)c1ccc(CCNC(=O)CN2CCCCC2)cc1	4	-3	-5	0	1	5	1	0	2	-3
18	CC(C)[C@H](NC(=O)c1ccco1)C(=O)Nc1ccc(N2CCCCCC2)cc1	1	-2	3	0	0	-2	-2	0	4	0
14	CCCC(=O)Nc1cccc(NC(=O)c2ccc3c(c2)OCO3)c1	1	3	2	2	-5	0	13	0	4	0
16	CC(CC1C(C#N)=C(N)OC2=C1C(=O)CCC2)c1ccccc1 (stereo not given)	-2	2	-4	-4	-7	-3	5	1	2	1
17	CCC(Sc1ncnc2sc(C)c(C)c12)C(=O)OC (stereo not given)	-3	0	-2	7	-1	1	7	4	4	0

Further records follow:
19) O=C(NNS(=O)(=O)c1ccc(Br)cc1)c1csnn1
20) O=C(C1CCN(S(=O)(=O)c2ccccc2)CC1)N1CCN(c2ccccc2)CC1
21) CC(C)c1ccc(/C=N/NC(=O)c2nnn(-c3nonc3N)c2CN2CCOCC2)cc1
22) COc1ccc(OC)c(NC(=O)c2cc(-c3ccc(C)cc3O)n[nH]2)c1
23) CC1CCCCC12NC(=O)N(CC(=O)Nc1ccccc1F)C2=O (stereo not given)
24) CC(NC(=O)COc1ccc(Oc2ccccc2)cc1)C(=O)O (stereo not given)

Screen / compound no.	19	20	21	22	23	24
SIAE primary	3	-1	4	8	6	-4
ABHD4 inh	1	5	2	0	-6	2
TDP2 absorb	-4	-2	4	16	-5	0
NPR2 activator	0	0	5	0	2	2
HTRA1 inhibitor	0	-3	5	-7	-3	-2
LEDGF integ inh	-3	-1	3	-3	-1	0
TCR-CD3 inh	6	4	3	1	-2	3
rCAG RNA binder	1	-5	-2	2	-5	1
MBD2 inh	4	-6	-1	4	1	4
PRMT1 FP inh	-1	-1	-2	0	1	0

25) NC(=O)CC(NC(=O)Cc1ccc(Cl)cc1)c1ccc(N2CCC(Cc3ccccc3)CC2)c([N+](=O)[O-])c1 (stereo not given)
26) Cc1ccc(C(=O)Nc2ccc(C(F)(F)F)n(C)c2=O)cc1
27) CCOC(=O)c1nn(-c2ccccc2Cl)c(=O)cc1OCC(=O)Nc1cccc(OC)c1
28) CC(=O)c1c(C)[nH]c(C(=O)OCC(=O)Nc2c(C)cccc2C)c1C
29) COc1ccc(-c2cc(C)nc3nc(N)nn23)cc1
30) O=c1c(Cc2c(F)cccc2Cl)c(O)ccn1CCc1c[nH]c2ccccc12

Screen / compound no.	25	26	27	28	29	30
SIAE primary	-11	1	-18	-4	5	23*
ABHD4 inh	1	-5	4	4	-3	3
TDP2 absorb	5	-2	4	4	-9	-8
NPR2 activator	7	3	6	-3	8	3
HTRA1 inhibitor	-3	-3	2	-1	-2	-1
LEDGF integ inh	-1	0	-1	3	2	1
TCR-CD3 inh	-3	-7	-2	6	6	-2
rCAG RNA binder	6	1	-1	-1	-1	1
MBD2 inh	4	2	-4	1	2	-4
PRMT1 FP inh	2	2	-1	1	-2	0

31) COc1ccc(N2C(=O)CCC(C(=O)N3CCCCC3)C2c2ccc(OC)c(OC)c2)cc1 (stereo not given)
32) COc1ccccc1N(C)S(=O)(=O)c1ccc(Cl)c(C(=O)N2CCC(C(N)=O)CC2)c1
33) O=C(CN1CCCSc2ccccc21)N1CCN(S(=O)(=O)c2cccc(F)c2)CC1
34) CC(C)(C)OC(=O)N1CCC(CC2CC(c3cccc(Br)c3)=NO2)(C(=O)O)CC1 (stereo not given)
35) Cc1ccc(S(=O)(=O)NCc2ccc3c(c2)OCO3)cc1
36) CCCC(=O)Nc1nc(C)c(C(C)=O)s1

Screen / compound no.	31	32	33	34	35	36
SIAE primary	-1	-1	-2	-8	2	5
ABHD4 inh	6	-7	-1	-1	-3	3
TDP2 absorb	8	-7	-4	1	2	-10
NPR2 activator	-2	-2	-3	-2	4	3
HTRA1 inhibitor	8	1	-2	-7	nt	-1
LEDGF integ inh	0	3	-5	1	1	-4
TCR-CD3 inh	6	7	-12	-3	3	-7
rCAG RNA binder	-5	-5	0	34	2	3
MBD2 inh	2	1	5	-1	2	0
PRMT1 FP inh	0	0	11	4	-3	-1

37) CC(=O)OCC#CCSc1nc2ccccc2n1C
38) O=C(O)c1cccc(NC(=O)c2ccc3c(c2)C(=O)N(C2CCCCC2)C3=O)c1
39) CC(=O)Nc1ccc(NC(=O)CSc2nnc(-c3cc(C)[nH]n3)n2N)cc1
40) CP(=O)(COC(=O)c1ccccc1)COC(=O)c1ccccc1
41) CC1CC(=Cc2ccc([N+](=O)[O-])cc2)C(=O)O1 (stereo not given)
42) O=C(CN1C(=O)NC2(CCCCC2)C1=O)Nc1ccccc1N1CCCC1

Screen / compound no.	37	38	39	40	41	42
SIAE primary	0	-7	3	0	-2	-1
ABHD4 inh	0	-5	1	0	0	0
TDP2 absorb	-16	1	10	7	1	-1
NPR2 activator	0	2	2	3	-1	-1
HTRA1 inhibitor	11	3	-3	3	1	2
LEDGF integ inh	2	3	-4	1	3	2
TCR-CD3 inh	-2	2	1	0	-3	3
rCAG RNA binder	0	7	2	-4	1	-2
MBD2 inh	-4	-3	0	-5	2	-3
PRMT1 FP inh	2	-3	2	2	-3	-3

43) CCn1c(C(=O)O)c(CC(=O)Nc2ccccc2OC)c2ccccc21
44) O=C(CSc1n[nH]c(-c2ccncc2)n1)Nc1ccc(Cl)c(Cl)c1
45) Cc1cccc(C(=O)O/N=C/c2ccc(Br)cc2)c1
46) Cc1nc2sc(C(c3cccc(F)c3)N3CCOCC3)c(O)n2n1 (stereo not given)
47) COc1ccc(NC(=O)CN2CCC(NC(=O)C3CCCCC3)CC2)cc1
48) O=C(NCc1ccc(F)cc1)c1c(O)c2cccc3c2n(c1=O)CCC3

Screen / compound no.	43	44	45	46	47	48
SIAE primary	-6	-18	-4	0	0	2
ABHD4 inh	-3	-28	-3	5	0	2
TDP2 absorb	-6	-13	7	-13	-6	9
NPR2 activator	-5	3	-1	4	-10	2
HTRA1 inhibitor	9	-14	-15	-3	-2	-3
LEDGF integ inh	4	-2	1	-2	-3	1
TCR-CD3 inh	3	0	5	-6	-4	0
rCAG RNA binder	17	32	-6	3	-6	1
MBD2 inh	1	6	-4	-1	-1	3
PRMT1 FP inh	-7	-3	-2	0	3	-3

49) CCCCN1CC(=O)N2[C@H]3c4ccccc4OC[C@@H]3[C@H](C(=O)OCC)[C@]2(C)C1=O
50) Cc1ccnc(N2C(=O)c3ccccc3C2=O)c1
51) CS(=O)(=O)N1CCc2cc(-c3csc(NC(=O)C(c4ccccc4)c4ccccc4)n3)ccc21
52) Cc1nc(SCC(=O)Nc2ccccc2Cl)c2c(C)c(C)sc2n1

Screen / compound no.	49	50	51	52
SIAE primary	-2	6	-29	-1
ABHD4 inh	4	9	-5	-3
TDP2 absorb	2	11	10	4
NPR2 activator	5	2	-10	2
HTRA1 inhibitor	1	1	-39	-4
LEDGF integ inh	-1	-3	-1	1
TCR-CD3 inh	1	0	-6	-2
rCAG RNA binder	-9	3	10	6
MBD2 inh	-5	1	1	-5
PRMT1 FP inh	1	2	-2	2

Some of the compounds tested. The share of hits here may be higher or lower than overall.
